Screening results as filed in PubChem BioAssay.
FBPA Giardia inh = qHTS Assay for Inhibitors of Fructose-1,6-bisphosphate Aldolase from Giardia Lamblia; A8B2U2; Potency, µM (series often up to 59.6 µM), without a hit: at the highest dose activity, negative = inhibition, most hits filed as inhibitors; purified Giardia FBPA; actives 0.71% (n = 290,000); note: potency is the fitted concentration of half-maximal effect; nearly all actives have a fitted effect of over 55% in size
Target sequence (A8B2U2 whole entry, looked up): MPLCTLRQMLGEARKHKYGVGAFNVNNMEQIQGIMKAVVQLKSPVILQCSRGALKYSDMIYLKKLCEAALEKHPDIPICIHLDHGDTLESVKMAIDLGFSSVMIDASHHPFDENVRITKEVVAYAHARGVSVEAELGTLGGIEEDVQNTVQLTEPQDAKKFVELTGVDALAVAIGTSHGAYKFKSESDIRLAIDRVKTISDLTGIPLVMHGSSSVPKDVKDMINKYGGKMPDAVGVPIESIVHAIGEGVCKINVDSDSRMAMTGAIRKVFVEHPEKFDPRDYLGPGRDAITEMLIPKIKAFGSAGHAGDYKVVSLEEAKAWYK
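Giardia FBPA (40 nM reagent) was preincubated 10 min at RT with compound (up to 57.5 uM final), then substrate plus GAPDH/TPI/NAD/arsenate coupling system with diaphorase/resazurin was added; resorufin fluorescence (525/598 nm) was read after 20 min.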
AMA1-RON2 inh = qHTS for Inhibitors of AMA1-RON; Towards Development of Antimalarial Drug Lead: Primary Screen. Potency, µM (titrated, usually from 58.2 µM), inactives show at the top dose activity change, negative = inhibition, actives largely listed as inhibitors. AID 720542, 2013. actives 0.2% (n = 360,000). AlphaScreen AMA1-biotinylated RON2 peptide binding. Plasmodium falciparum AMA1 (3D7) - RON2 peptide interaction;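 note: potency is the fitted concentration of half-maximal effect; 0% = vehicle wells and -100% = peptide control; nearly all actives have a fitted effect of over 45% in size; some results filed as inactive show a strong effect at the top dose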
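AMA1 (3D7) with his tag at 25 nM final met compounds first, then biotinylated RON2 peptide at 25 nM; detection used donor plus acceptor beads, 10 µg/mL apiece, read by AlphaScreen after 30 min at room temperature.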
HCMV antiviral = qHTS Assay for inhibitors of the human cytomegalovirus (HCMV). HFF cells, HCMV-luciferase reporter, 72 h; active compounds read low. activity change, negative = inhibition, % at 57.5 µM. actives 4.5% (n = 410,000); in the data active = activity change below about -60%; inconclusive = no clear call, values can overlap the other calls; inactive = above about -39%
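Compounds were evaluated in HFFs infected with an HCMV luciferase reporter virus (MOI 1 PFU/cell). Luciferase in lysates collected 72 h post infection served as the replication measure.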
HCV inhibitor = qHTS Assay for Inhibitors of Hepatitis C Virus (HCV); actives 3.4% (n = 340,000); AID 651820, 2012; Potency, µM (doses to about 41.8 µM), for inactives: at the top dose activity change, negative = inhibition, most hits filed as inhibitors; Huh7.5.1 HCVcc-Cre infection, luciferase reporter, 44 h; note: potency is the fitted concentration of half-maximal effect
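Compounds are dispensed onto cells plated 4 h earlier at 1,000 per well, with HCVcc-Cre virus (about 0.5 moi) added next. Following 44 h of culture, luminescent signal is measured for 15 sec after 15 min with substrate at room temperature.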
Sm TGR block = qHTS Assay for the Inhibitors of Schistosoma Mansoni Peroxiredoxins. Schistosoma mansoni thioredoxin glutathione reductase (TGR), Q962Y6. AID 485364, 2010. purified TGR, DTNB reduction, TNB absorbance 405 nm. Potency, µM (highest dose often 114 µM), for inactives: at the top dose activity change, negative = inhibition, actives largely listed as inhibitors. actives 3% (n = 360,000); note: potency is the fitted concentration of half-maximal effect; nearly all actives have a fitted effect of over 60% in size
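Kinetic colorimetric format: TGR-catalysed, NADPH-driven DTNB reduction monitored via TNB absorbance. Enzyme dispensed at 20 nM; compound exposure 15 min at room temperature before reaction start.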
AmpC inh detg = qHTS Inhibitors of AmpC Beta-Lactamase (assay with detergent); AmpC hydrolysis of nitrocefin, absorbance 480 nm, 0.01% Triton; Potency, µM (titrated, usually from 114 µM), without a hit: top-dose activity change, negative = inhibition, hits mostly inhibitors; actives 0.041% (n = 370,000);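 note: potency is the fitted concentration of half-maximal effect; 0% = no-compound wells and -100% = no-enzyme wells; nearly all actives have a fitted effect of over 25% in size; some results filed as inactive show a strong effect at the top dose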
Target sequence (P00811 whole entry, looked up): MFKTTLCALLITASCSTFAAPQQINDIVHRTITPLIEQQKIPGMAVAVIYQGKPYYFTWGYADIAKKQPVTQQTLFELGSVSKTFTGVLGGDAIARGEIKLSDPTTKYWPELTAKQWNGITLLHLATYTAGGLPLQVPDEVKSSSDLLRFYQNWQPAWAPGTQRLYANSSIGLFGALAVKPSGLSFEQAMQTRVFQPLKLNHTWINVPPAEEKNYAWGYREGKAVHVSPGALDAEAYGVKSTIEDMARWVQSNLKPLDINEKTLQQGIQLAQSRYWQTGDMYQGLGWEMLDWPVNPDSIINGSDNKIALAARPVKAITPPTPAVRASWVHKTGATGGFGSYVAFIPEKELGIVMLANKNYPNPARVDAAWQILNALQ
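20 mM phosphate pH 7.0 + 0.01% (detergent screen) or 0.0001% Triton X-100; 5.3 nM AmpC reagent; cpd preinc 15 min RT; nitrocefin (800 uM stock) to start; A480 q20 s × 4 min; Activity was normalised to no-enzyme and no-compound control wells.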
* = called active by the depositor; ? = inconclusive; nt = no result given; & = joins results of further samples; [ ] = dose if it differs, or a comment. Unless noted, calls come from the whole dose curve; as a rule, active = well fitted curve in the direction sought with a large enough effect; inconclusive = small, poorly fitted or top-dose-only effect, or another doubt; inactive = no such curve, though single readings can be large; an effect the other way counts as inactive or inconclusive. Unless noted, % is set by controls: 0 for no effect and ±100 for the full control effect.

The line under a structure holds: AMA1-RON2 inh, HCV inhibitor, AmpC inh detg, FBPA Giardia inh, HCMV antiviral, Sm TGR block
COc1ccc(OC)c2sc(N(CCN(C)C)C(=O)c3ccc4ccccc4c3)nc12
  -7%, ?, -5%, -16%, -39, -8%
Cc1ccc(NC(=O)NC(=O)CN2CCC(C(N)=O)CC2)c(C)c1
  6%, 1%, -1%, nt, 10, 0%
COc1ccccc1CCC(=O)NCCCn1ccc2ccccc21
  -8%, -20%, 0%, -3%, 70, -4%
C=CCn1c(O)c(/C=N/NC(=O)CCCC)c(=O)[nH]c1=S
  64%[activator], 10%, 1%, 7.1µM*, -34, 2%
CCCCCCn1c(=O)c(C(=O)Nc2nc(CC(=O)OCC)cs2)c(O)c2ccccc21
  31%[activator], ?, -7%, 6%, 2, 4%
CC[C@]12c3[nH]c4ccc(Cl)cc4c3CCN1C(=O)[C@@H](CC(=O)NC/C=C(\C)CCC=C(C)C)C[C@@H]2C(=O)N1CCN(C(=O)C2CC2)CC1
  -28%, 22µM*, nt, nt, ?, nt
Cc1ccc(Cn2ccc(NC(=O)c3cc(-c4cccc(Cl)c4)on3)n2)cc1
  19%, -15%, 7%, 8%, -22, -4%
CCOc1ccc(N2C(=O)Nc3ccccc3C2(O)C(=O)N2CCN(c3ccccn3)CC2)cc1 (configuration not stated)
  -7%, 23%, 7%, 0%, -24, 70%[activator]
CNc1nc(N)c([N+](=O)[O-])c(NCc2ccccc2)n1
  -13%, 3%, -3%, 3%, 18, 2%
Cc1c(NC(=O)c2cccs2)cccc1-c1nc2ccccc2s1
  12%, ?, ?, -4%, 2, -10%
Cc1ccc(S(=O)(=O)Oc2ccc(/C=C(/NC(=O)c3ccccc3)C(=O)NCCCC(=O)O)cc2)cc1
  0%, 1%, 6%, 5%, 55, 6%
Cc1ccc(C(=O)C2=C(O)C(=O)N(Cc3cccnc3)C2c2cccc([N+](=O)[O-])c2)o1 (configuration not stated)
  -12%, 27%, ?, -9%, -28, 0%
COCCNC(=O)NC(=O)COC(=O)c1cc([N+](=O)[O-])ccc1Sc1nc(C)cs1
  3%, 1%, 4%, -3%, 3, -40%
Cn1c(Cc2cccc3ccccc23)nnc1SCC(=O)N1CCN(c2cccc(Cl)c2)CC1
  -13%, 4µM*, -5%, 0%, -71*, -4%
CCC(=O)NCCc1nc2cc(NC(=O)c3cccc(Br)c3)ccc2n1C
  nt, nt, 4%, nt, 56, -2%
CC1CN(C(=O)c2cc(-c3ccncc3)nc3ccccc23)CC(C)O1 (configuration not stated)
  8%, 3%, -11%, nt, 3, -1%
O=C(CNC(=O)Cc1ccccc1)NCC(=O)OCC(=O)c1ccc(F)cc1
  -4%, 17%, -1%, 2%, -38, 6%
COC(=O)c1ccc(OC)c(Cn2c(=O)n(Cc3ccccc3)c(=O)c3c2c2cc(OC)ccc2n3C)c1
  nt, nt, ?, nt, 8, -9%
Cc1ccc(C)c(N2CCN(S(=O)(=O)c3cn(C)cn3)CC2)c1
  -7%, 5%, -5%, 6%, -36, 2%
Cc1ccc(C(C)NC(=O)c2cc3cc(Br)ccc3oc2=N)cc1 (configuration not stated)
  -13%, ?, 2%, nt, -37, -35%
O=C(O)C1CCN(S(=O)(=O)N2CCOCC2)CC1
  4%, 22µM*, ?, -3%, 1, -28%
Cc1nonc1C(=O)N/N=C/c1ccccc1
  -6%, 14%, 6%, -3%, ?, 0%
Cc1ccc(Nc2nc(C)cc(C)n2)c(Br)c1
  6%, ?, -7%, -3%, -20, 0%
CC1=NS(=O)(=O)c2cc(Cl)ccc2N1
  3%, 3%[8.37 µM], ?, 5%, 24, 16%
COc1ccc(OCC(=O)O/N=C(\N)c2ccc(OC)c(OC)c2)cc1
  12%, ?, -6%, 0%, 67, -18%
COc1ccc(NC(=O)C(C)N2C(=O)c3ccccc3S2(=O)=O)c(OC)c1 (configuration not stated)
  -27%, -4%, 2%, nt, -5, 7%
O=C(Nc1nnc(-c2ccc3c(c2)CCCC3)o1)c1ccc(Cl)cc1Cl
  125%[activator], 2%, ?, ?, 31, 4%
Cc1ccc2c(c1)C1CN(C)CCC1N2C(=O)COc1ccc(N(C)S(=O)(=O)c2cccs2)cc1 (configuration not stated)
  -5%, -24%, -9%, 4%, ?, 0%
CCCNC(=O)c1c2c(nc3ccccc13)C(=O)N(C1CCCCC1)C2
  nt, nt, 27%, nt, 22, 1%
CC(=O)c1ccc(N2CCN(c3ncnc4onc(-c5ccc(Cl)cc5)c34)CC2)cc1
  nt, nt, 5%, nt, 2, -2%
CC(C)(C)c1ccccc1OCCCCCNCCO
  -10%, 7.9µM*, 1%, -29%, -33, -7%
CCOC(=O)C1CCN(S(=O)(=O)c2ccc3c(ccn3C)c2)CC1
  -2%, 11%, 3%, 11%, -28, -1%
CCCCN(CC)CCCNC(=O)Cn1nc(Cc2cccnc2)c2ccccc2c1=O
  13%, 11%, -5%, 4%, -19, 0%
CCCc1nnc(NC(=O)c2nc(SCC)ncc2Cl)s1
  nt, nt, -4%, nt, -3, 9%
Cn1c(/C(C#N)=C/c2ccc(C(F)(F)F)cc2)nc2ccccc21
  nt, nt, 3%, nt, 19, 2%
COc1cc(O)c2c(=O)c(-c3ccc(O[C@@H]4O[C@H](CO)[C@@H](O)[C@H](O)[C@H]4O)cc3)coc2c1
  16%, -13%, -6%, 11%, 67, ?
Cc1ccc(S(=O)(=O)NCc2ccco2)c(C)c1C
  -8%, -6%, ?, -1%, 42, ?
O=C(CCCCn1c(=O)[nH]c2ccccc2c1=O)NCCc1c[nH]c2ccccc12
  1%, 4%[8.37 µM], ?, 2%, -27, 1%
CCCCCCCCCCCCCCCC[n+]1cccc(C(=O)N(CC)CC)c1
  0%&-4%, 6%&1%, 0%, 9%, -31, 0%
O=c1c2ccccc2nnn1CCO
  9%, 3%, 4%, 0%, 20, 18%
CSCCC(NC(=O)COc1ccccc1)C(=O)OCCOc1ccc(Br)cc1 (configuration not stated)
  -25%, -27%, ?, nt, -9, -11%
CC(C)CN(CC(C)C)c1nnc(NC(=O)Cn2c(=O)oc3ccccc32)s1
  5%, 2%, -17%, 6%, 24, 2%
COc1cc(/C=N/NC(=O)C[n+]2ccccc2)cc(OC)c1OC(C)=O
  6%, 2%, 0%, -2%, -37, 16%
CCc1ccc(C2=CSC3=NCCN23)cc1
  11%, 6%, -3%, ?, 22, -2%
CCC(=O)Nc1cnc(NC(=O)c2cccc(F)c2)cc1C
  20%, 4%, ?, -1%, 71, -15%
O=C(COC(=O)CNC(=O)c1ccccc1)Nc1ccc(Cl)cc1C(F)(F)F
  7%, 29%, -7%, 3%, -1, -3%
Cc1ccc(Cl)cc1N1C(=O)CC(C)(C)CC1=O
  -2%, 20%, ?, 3%, nt, 5%
c1ccc(CSc2ccc(-c3cccs3)nn2)cc1
  -1%, 6%, -5%, 1%, -31, -12%
CC1CCN(c2ccc3nnc(CCC(=O)NC(C)C)n3n2)CC1
  3%, 17%, 1%, 6%, -11, -2%
O=C(/C=C/c1ccc(Cl)cc1)N(Cc1ccccc1)c1ccccn1
  -25%, 5%, -1%, -8%, -27, nt
O=C(NC(Cc1ccccc1)C(=O)N1CCCCC1)c1ccccc1 (configuration not stated)
  -1%, -1%, -20%, nt, -18, -1%
COc1ccccc1C(=O)N(C)CC(=O)Nc1ccc(N2CCOCC2)cc1
  -3%, 16%, 1%, nt, -14, -11%
COc1ccc(CC(=O)NCCCCc2ccccc2)cc1OC
  -1%, -23%, nt, nt, 8, nt
CSc1ccc(CNC(=O)C2CCC(=O)N(Cc3cccc(F)c3)C2)cc1 (configuration not stated)
  -7%, nt, -7%, nt, 5, -20%
CC(=O)N1CCc2cc(S(=O)(=O)NC(Cc3ccccc3)C(=O)NCc3ccc(C)cc3)ccc21 (configuration not stated)
  nt, nt, 2%, nt, -12, 0%
Cc1cc(C(=O)CCC(=O)N2CCN(c3ccccc3O)CC2)c(C)s1
  -7%, -20%, 3%, nt, 0, ?
CCn1cc(CN2CCC(C(=O)Nc3cccc(-c4cccc(Cl)c4)c3)CC2)cn1
  -15%, ?, ?, -2%, -98*, -1%
CCc1cc(CNC(=O)CC2C(=O)NCCN2Cc2ccccc2C(F)(F)F)on1 (configuration not stated)
  5%, 5%, -4%, -14%, -21, 35µM*
CCCCN(CC)CCNC(=O)c1cc2c(-c3ccccc3F)nn(C)c2s1
  0%, ?, -1%, 15%, 15, -2%
COC(=O)c1ccc(C2OCC(C)(C)CO2)cc1
  9%, 7%, 1%, 6%, -35, 0%

Given field by field: 4 of the compounds above.
> Cc1ccc(C)c(N2CCN(S(=O)(=O)c3cn(C)cn3)CC2)c1
  AMA1-RON2 inh: -7%
  HCV inhibitor: 5%
  AmpC inh detg: -5%
  FBPA Giardia inh: 6%
  HCMV antiviral: -36
  Sm TGR block: 2%

> O=C(COC(=O)CNC(=O)c1ccccc1)Nc1ccc(Cl)cc1C(F)(F)F
  AMA1-RON2 inh: 7%
  HCV inhibitor: 29%
  AmpC inh detg: -7%
  FBPA Giardia inh: 3%
  HCMV antiviral: -1
  Sm TGR block: -3%

> CCCCN(CC)CCNC(=O)c1cc2c(-c3ccccc3F)nn(C)c2s1
  AMA1-RON2 inh: 0%
  HCV inhibitor: ?
  AmpC inh detg: -1%
  FBPA Giardia inh: 15%
  HCMV antiviral: 15
  Sm TGR block: -2%

> CC1=NS(=O)(=O)c2cc(Cl)ccc2N1
  AMA1-RON2 inh: 3%
  HCV inhibitor: 3%[8.37 µM]
  AmpC inh detg: ?
  FBPA Giardia inh: 5%
  HCMV antiviral: 24
  Sm TGR block: 16%

Further results follow.
The line under a structure holds: AMA1-RON2 inh, HCV inhibitor, AmpC inh detg, FBPA Giardia inh, HCMV antiviral, Sm TGR block
CSc1nc2ccc(NS(=O)(=O)c3ccc(Br)s3)cc2s1
  -2%, 3%, -5%, 15%, 5, -8%
Cc1cccc2cc(CN(Cc3nnnn3C3CCCC3)C3CCCCC3)c(=O)[nH]c12
  0%, -2%, nt, nt, -25, nt
COc1ccccc1N1CCN(C2CC(=O)N(c3cccc(Br)c3)C2=O)CC1 (configuration not stated)
  0%, 15%, -4%, -25%, -6, 45µM*
COc1ccc(Br)cc1CNC(=O)CN1CCSc2ccccc21
  nt, nt, -5%, nt, -12, -3%
Cc1nn(C(=O)c2cccnc2)c(C)c1Sc1ccccc1
  -3%, 13%, ?, -8%, -12, -5%
CN(C(=O)COC(=O)c1cc([N+](=O)[O-])ccc1Cl)c1ccccc1
  -10%, ?, 2%, nt, -35, 2%
COc1cc(OC)cc(C(=O)NCCOc2ccccc2)c1
  21%, -21%, -15%, 5%, 65, -23%
